H1N1 NS1A inhibition = NS1A inhibition, H1N1 influenza, cell based functional assay (AID 504329). NS1A functional cell-based assay, percent inhibition; higher % means a stronger effect. inhibition, % at 12.5 µM, or IC50 in µM where a hit was titrated. 340,000 tested, 0.3% active; in the data active = a potency from the dose series; inconclusive = inhibition above about 27% without an active follow-up result; also: strong numbers were not always called active
tuberculosis growth = growth inhibition of non-replicating M. tuberculosis (AID 488890). inhibition, % at 25 µM, or IC50 in µM where a hit was titrated. 320,000 tested, 0.39% active. Mycobacterium tuberculosis non-replicating, growth inhibition; higher % means a stronger effect; in the data active = a potency from the dose series; inconclusive = inhibition mostly from about 82% at the one dose, without a potency; inactive = the rest, 99 in 100 with inhibition below about 76%;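 also: plate controls were DMSO cells for no effect and high antibiotic wells for full effect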
VEEV TC-83 Vero = inhibitors of VEEV TC-83 cytopathic effect, confirmation, Vero cells (AID 588727); Vero cells, VEEV TC-83 cytopathic effect inhibition; higher % means a stronger effect; one-dose inhibition, % at 20 µM; IC50 in µM for titrated hits; 350,000 tested, 0.13% active; in the data active = a potency from the dose series; inconclusive = inhibition mostly from about 14% at the one dose, without a potency; inactive = the rest, 99 in 100 with inhibition below about 12%; also: strong numbers were not always called active
PhoP GFP inhibition = Inhibition of PhoP regulon, Salmonella typhi GFP reporter cells, confirmation, 4 h (AID 1850); Salmonella Typhi PhoP-promoter GFP reporter, fluorescence, 4 h; higher % means a stronger effect; one-dose inhibition, % at 50 µM; IC50 in µM for titrated hits; 310,000 tested, 0.33% active; in the data active = a potency from the dose series; inconclusive = inhibition mostly from about 25% at the one dose, without a potency; inactive = the rest, 99 in 100 with inhibition below about 19%;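 also: 0% = induced wells with vehicle and 100% = uninduced wells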
H37Rv inhibition = M. tuberculosis growth inhibition, HTS (AID 449762) | inhibition, % at 25 µM; hits with a dose series show IC50 in µM | M. tuberculosis H37Rv growth inhibition, 7H9 media; higher % means a stronger effect | 330,000 tested, 0.59% active; in the data active = a potency from the dose series; inconclusive = inhibition above about 70% without an active follow-up result;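 also: bacterial growth assessed after seven days of incubation; strong numbers were not always called active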
VEEV TC-83 Vero 10K pilot screen = second read-out of VEEV TC-83 Vero, no call of its own (marks repeat the call); inhibition, %; measured here: 10K pilot screen inhibition
* marks the source's active call; other numbers are inactive results; i = inactive; ? = inconclusive; / = not tested or not shown.

SMILES | H1N1 NS1A inhibition | tuberculosis growth | VEEV TC-83 Vero | PhoP GFP inhibition | H37Rv inhibition | others
Cc1cccc2sc(NC(=O)[C@H](C)N3C(=O)C4CC=CCC4C3=O)nc12 (stereo partly specified) | 14% | 10% | 1.1% | 14% | 0%
CC(C)(C)c1ccc(C2C3=C(CCCC3=O)NC3=C2C(=O)c2ccccc23)cc1 (stereo unspecified) | 11% | 40% | 1.9% | 6% | 93%
COc1ccc(NC(=O)Nc2cccc(C(=O)N3CCOCC3)c2)cc1OC | -1% | -6% | 0.2% | 4% | -4%
CN(CC(=O)Nc1ccc(F)cc1)C(=O)COC(=O)COc1ccc(C#N)cc1 | -4% | -13% | 5.0% | 4% | -5%
COc1ccc(C(=O)CSc2nc(C)cc(=O)[nH]2)cc1 | 4% | 23% | 2.5% | -24% | 2%
Cc1sc2nc(SCC(=O)NCc3ccco3)[nH]c(=O)c2c1C | 3% | / | 2.8% | 2% | 3%
CC(Sc1nccn1C)C(=O)NC1(C#N)CCCCC1 (stereo unspecified) | -12% | -12% | 7.2% | / | 0%
O=C(CN1CCc2ccccc2C1)Nc1ccccc1F | -1% | 13% | 0.6% | 2% | 8%
Cc1ccccc1Nc1cc(C(=O)NCC2CCCO2)c2ccccc2n1 (stereo unspecified) | 1% | 6% | 6.0% | -10% | -15%
COc1ccccc1-c1nc(C#N)c(N2CCN(C(c3ccccc3)c3ccccc3)CC2)o1 | 17% | -9% | 2.7% | -7% | -2%
O=C(Nc1ccc(C(=O)N2CCOCC2)cc1)c1ccccc1[N+](=O)[O-] | 8% | 8% | 1.8% | 6% | -2%
O=C1Cc2ccccc2Sc2cc(OCCCN3CCCCC3)ccc21 | 9% | 29% | i | -12% | 7%
CN(C)CCN(Cc1ccccc1)c1nccc(N(C)C)c1C#N | -4% | 4% | i | 19% | 9%
Cc1ccccc1OCCC(=O)OCC(=O)Nc1cc(S(=O)(=O)N2CCOCC2)ccc1Cl | 3% | 34% | 2.4% | -2% | -8%
Nc1nonc1-n1nnc(C(=O)N/N=C/c2c(Cl)cccc2Cl)c1CN1CCOCC1 | 3% | -10% | 2.0% | -10% | 14%
N#Cc1ccc(-c2ccco2)nc1SCC(=O)c1ccc(Cl)cc1 | 3% | 2% | i | -3% | 3%
Cn1cnc2c1c(=O)n(Cc1ccccc1C#N)c(=O)n2C | 26% | -10% | 0.2% | -3% | 3%
CCc1ccccc1NC(=O)CN(C)C(=O)COC(=O)c1ccco1 | -7% | -1% | 2.0% | / | -1%
Cc1ccc(-c2nn(-c3ccccc3)cc2/C=N/NC(=O)c2ccc3c(c2)OCO3)cc1 | -1% | -26% | 6.3% | -1% | 8%
Cc1cc(Br)ccc1NC(=O)c1cnc(N2CCN(c3ccccn3)CC2)c2ccccc12 | / | 43% | 9.2% | 4% | 1.2µM*

20 consecutive entries from above:
SMILES | H1N1 NS1A inhibition | tuberculosis growth | VEEV TC-83 Vero | PhoP GFP inhibition | H37Rv inhibition | others
Cc1cccc2sc(NC(=O)[C@H](C)N3C(=O)C4CC=CCC4C3=O)nc12 (stereo partly specified) | 14% | 10% | 1.1% | 14% | 0%
CC(C)(C)c1ccc(C2C3=C(CCCC3=O)NC3=C2C(=O)c2ccccc23)cc1 (stereo unspecified) | 11% | 40% | 1.9% | 6% | 93%
COc1ccc(NC(=O)Nc2cccc(C(=O)N3CCOCC3)c2)cc1OC | -1% | -6% | 0.2% | 4% | -4%
CN(CC(=O)Nc1ccc(F)cc1)C(=O)COC(=O)COc1ccc(C#N)cc1 | -4% | -13% | 5.0% | 4% | -5%
COc1ccc(C(=O)CSc2nc(C)cc(=O)[nH]2)cc1 | 4% | 23% | 2.5% | -24% | 2%
Cc1sc2nc(SCC(=O)NCc3ccco3)[nH]c(=O)c2c1C | 3% | / | 2.8% | 2% | 3%
CC(Sc1nccn1C)C(=O)NC1(C#N)CCCCC1 (stereo unspecified) | -12% | -12% | 7.2% | / | 0%
O=C(CN1CCc2ccccc2C1)Nc1ccccc1F | -1% | 13% | 0.6% | 2% | 8%
Cc1ccccc1Nc1cc(C(=O)NCC2CCCO2)c2ccccc2n1 (stereo unspecified) | 1% | 6% | 6.0% | -10% | -15%
COc1ccccc1-c1nc(C#N)c(N2CCN(C(c3ccccc3)c3ccccc3)CC2)o1 | 17% | -9% | 2.7% | -7% | -2%
O=C(Nc1ccc(C(=O)N2CCOCC2)cc1)c1ccccc1[N+](=O)[O-] | 8% | 8% | 1.8% | 6% | -2%
O=C1Cc2ccccc2Sc2cc(OCCCN3CCCCC3)ccc21 | 9% | 29% | i | -12% | 7%
CN(C)CCN(Cc1ccccc1)c1nccc(N(C)C)c1C#N | -4% | 4% | i | 19% | 9%
Cc1ccccc1OCCC(=O)OCC(=O)Nc1cc(S(=O)(=O)N2CCOCC2)ccc1Cl | 3% | 34% | 2.4% | -2% | -8%
Nc1nonc1-n1nnc(C(=O)N/N=C/c2c(Cl)cccc2Cl)c1CN1CCOCC1 | 3% | -10% | 2.0% | -10% | 14%
N#Cc1ccc(-c2ccco2)nc1SCC(=O)c1ccc(Cl)cc1 | 3% | 2% | i | -3% | 3%
Cn1cnc2c1c(=O)n(Cc1ccccc1C#N)c(=O)n2C | 26% | -10% | 0.2% | -3% | 3%
CCc1ccccc1NC(=O)CN(C)C(=O)COC(=O)c1ccco1 | -7% | -1% | 2.0% | / | -1%
Cc1ccc(-c2nn(-c3ccccc3)cc2/C=N/NC(=O)c2ccc3c(c2)OCO3)cc1 | -1% | -26% | 6.3% | -1% | 8%
Cc1cc(Br)ccc1NC(=O)c1cnc(N2CCN(c3ccccn3)CC2)c2ccccc12 | / | 43% | 9.2% | 4% | 1.2µM*

The listing continues:
SMILES | H1N1 NS1A inhibition | tuberculosis growth | VEEV TC-83 Vero | PhoP GFP inhibition | H37Rv inhibition | others
Cc1ccc(C)c(C(C)NC(=O)c2ccc(Br)o2)c1 (stereo unspecified) | 2% | 72% | i | 1% | -4%
O=C(C1CCN(S(=O)(=O)c2ccccc2)CC1)N1CCC1 | -5% | -11% | 0.3% | / | -3%
COc1ccccc1/C=C/C(=O)Nc1cccc(S(=O)(=O)NC2=NCCCCC2)c1 | 12% | 12% | 10.0% | 2% | 11% | VEEV TC-83 Vero 10K pilot screen=4.5
CCCCCCC1CC(C)(C(=O)CNc2nncs2)OC1=O (stereo unspecified) | -9% | i | i | -6% | 0%
Cn1ncc(Br)c1NC(=O)Nc1ccc(Cl)cc1 | 0% | -7% | 0.9% | -6% | 0%
CCN1C(=O)C2C(c3ccccc3F)NC(Cc3ccc(O)cc3)(C(=O)OC)C2C1=O (stereo unspecified) | -8% | -2% | i | -9% | -4%
CCCCOC(=O)C1Cc2ccccc2C(=O)O1 (stereo unspecified) | 1% | 19% | i | -12% | -1%
O=C(CN1C2=NCCCN2c2ccccc21)c1ccc([N+](=O)[O-])cc1 | -8% | 1% | 0.2% | 104µM* | 6%
COc1ccc(C2=NS(=O)(=O)N(C)C(C(=O)Nc3cc(C)ccc3O)=C2)cc1OC | 14% | 21% | 9.8% | -1% | -8%
O=C(Nc1ccc2nsnc2c1)C1CC1 | 6% | 43% | i | -9% | 1%
CCOC(=O)C1(CCOc2ccccc2)CCN(Cc2cc(OC)c(O)c(OC)c2)CC1 | 21% | 12% | 0.7% | 4% | 0%
CCc1c(C)nc2c(OC)cccc2c1SCCC(=O)O | -2% | -16% | 0.7% | -6% | 10%
COc1ccc(NS(=O)(=O)c2ccc(N3CCCCC3)c(NC(=O)C(C)NC(N)=O)c2)cc1 (stereo unspecified) | -13% | 18% | 1.0% | / | -8%
CCC(=O)Nc1ccc(NC(=O)/C=C/c2ccc(Cl)cc2)cc1 | -6% | -1% | 0.2% | -5% | 6%
CN(CC(=O)Nc1ccccc1Sc1ccccc1)C1CCCCC1 | 3% | 4% | i | -3% | 9%
O=C(NCc1cccs1)C1CCC(CNS(=O)(=O)c2cccs2)CC1 (stereo unspecified) | 7% | -5% | 5.7% | 3% | -6%
COc1ccc(/C=C2\SC(=N)N(c3ccc(F)cc3)C2=O)cc1 | 7% | 6% | 1.6% | -11% | 3%
CS(=O)(=O)N1CCN(c2ccc(NC(=O)c3ccc(-c4ccc(Cl)cc4)o3)cc2)CC1 | -14% | / | i | 4% | 4%
COc1ccc(-c2ccc(C3C(C#N)=C(N)Oc4n[nH]c(C)c43)o2)cc1 (stereo unspecified) | 8% | ? | 0.1% | 7% | ?
O=C(Nc1nnc(C23CC4CC(CC(C4)C2)C3)s1)c1ccco1 | 3% | 0% | 0.3% | 8% | -3%
O=C(CCCn1c(=O)[nH]c2ccccc2c1=O)NC1CCCCCC1 | -5% | -4% | 8.7% | 3% | 2%
CCOC(=O)c1csc(-c2ccc(OC)c(OC)c2)n1 | -12% | 32% | 1.1% | -3% | 6%
COc1ccc(NC(=O)CSc2nnc(-c3ccccc3C)n2N)cc1OC | -2% | -4% | 2.8% | -2% | -5%
COc1ccc(C(=O)NC(=S)N2CCOCC2)cc1OC | 6% | 2% | i | -3% | 1%
COC(=O)c1ccc(CNC(=O)C23CC4CC(CC(C4)C2)C3)cc1 | -8% | 11% | 1.7% | 1% | 2%
COc1ccc(NC(=O)CN(C)C(=O)c2cccc3ccccc23)cc1 | -2% | -4% | 4.2% | 0% | -7%
Cc1cc(C)nc(CCNC(=O)c2cc(COc3c(C)cccc3C)on2)n1 | -2% | 2% | 2.0% | -3% | -2%
O=C(O)C1CSC(c2ccccc2Cl)N1C(=O)c1ccc(Cl)cc1 (stereo unspecified) | 12% | -8% | i | -7% | -2% | VEEV TC-83 Vero 10K pilot screen=0.4
CC(=O)N1CCC(c2c[nH]c3ccccc23)CC1 | 0% | -14% | 0.0% | 4% | -2%
CC(=O)Nc1ccc(S(=O)(=O)N(C)CC(=O)OC(C)C(=O)NC2CCCC2)cc1 (stereo unspecified) | -7% | -10% | 2.7% | -4% | 2%
CCOC(=O)C1=C(SCC)c2cc3c(n2C1=O)CCCC3 | ? | 41% | 1.0% | -5% | 8%
O=C1c2cccc3cccc(c23)C(=O)N1CCCN(C(=O)c1cccs1)c1cccc(F)c1 | 4% | 3% | 1.9% | -63% | -10%
Cc1cc(C)cc(NC(=O)c2cc(C)nn2C)c1 | 0% | 9% | 2.9% | 3% | 3%
COc1ccc(Cl)cc1NS(=O)(=O)c1cccc(C(=O)NCC2CCCO2)c1 (stereo unspecified) | -1% | -1% | 1.2% | 2% | -10%
CCN(CC)S(=O)(=O)c1ccc(OC)c(NC(=O)COc2ccccc2[N+](=O)[O-])c1 | -6% | 4% | ? | -21% | -6%
C[C@@H]1C[C@H](Nc2ccccc2)c2ccccc2N1C(=O)c1cccnc1 | -9% | 9% | 4.0% | -25% | -4%
O=C(NCc1ccc(F)cc1)C1CCCN(S(=O)(=O)c2cccnc2)C1 (stereo unspecified) | 16% | -11% | 1.8% | -5% | -12%
CCOCCCN(C)C1CCN(C(=O)c2oc3ccccc3c2NC(=O)Cc2cccc([N+](=O)[O-])c2)CC1 | 4% | 13% | i | 3% | 3%
O=S(=O)(Nc1ccccn1)c1cc(Cl)ccc1Cl | -7% | -3% | 0.6% | -8% | -2%
O=CN1CCN(C2CC(=O)N(c3ccc4c(c3)OCO4)C2=O)CC1 (stereo unspecified) | -8% | -5% | 0.4% | -6% | -9%
CC(=O)Nc1cc(O)cc(O)c1 | 10% | -16% | 1.1% | 16% | 1%
c1ccc2cc(OCCN3CCCC3)ccc2c1 | -7% | -2% | 0.6% | 0% | -5%
Oc1ccc(/C=N/Nc2ncc(Br)cn2)c(O)c1 | 13% | / | 14% | -7% | -3%
CN(C(=O)c1cccc(C#N)c1)c1nnc(-c2ccccn2)s1 | 14% | 1% | 1.6% | 8% | 1%
CCCCn1c(O)c(C=NC2CC3CCC2(C)C3(C)C)c(=O)[nH]c1=O (stereo unspecified) | 6% | 39% | 5.2% | -4% | -3% | VEEV TC-83 Vero 10K pilot screen=2.7

Source: PubChem BioAssay
